# OX1R antag-1: human HCRTR1 antagonism. CHO/OX1R cells, Fluo-8 calcium fluorescence, orexin A. inhibition, % at 5 µM. actives 0.43% (n = 330,000). O43613. AID 434989;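 active = inhibition above its plate's threshold, mean inhibition of all tested compounds on the plate plus 3 SD, cut at about 37% in these data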;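 also: 0% = orexin A challenge wells and 100% = SB-334867-A antagonist wells; not every result past the cut was called active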
# Target sequence (O43613 whole entry, looked up): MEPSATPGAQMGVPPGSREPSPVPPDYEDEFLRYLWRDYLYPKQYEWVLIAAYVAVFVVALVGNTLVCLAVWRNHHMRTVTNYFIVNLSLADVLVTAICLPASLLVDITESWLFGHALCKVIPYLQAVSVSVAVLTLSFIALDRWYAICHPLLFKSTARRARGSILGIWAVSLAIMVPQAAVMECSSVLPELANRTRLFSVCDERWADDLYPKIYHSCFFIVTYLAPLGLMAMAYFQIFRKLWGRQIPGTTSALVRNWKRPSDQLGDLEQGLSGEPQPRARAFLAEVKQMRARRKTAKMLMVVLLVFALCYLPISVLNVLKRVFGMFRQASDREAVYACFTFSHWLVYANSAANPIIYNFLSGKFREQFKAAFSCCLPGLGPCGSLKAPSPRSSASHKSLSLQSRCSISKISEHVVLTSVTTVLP
# CHT PAM: allosterically activates the human high affinity choline transporter | CHT-expressing cells, membrane potential dye, choline EC20; stronger effect = higher value; LV-AA mutant CHT in HEK293 cells | actives 0.49% (n = 310,000) | B-score at 10 µM;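 active = initial fluorescence not abnormally high and integrated response B-score, plate-corrected, over 3 SD above library mean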
# Target sequence (Q9GZV3 whole entry, looked up): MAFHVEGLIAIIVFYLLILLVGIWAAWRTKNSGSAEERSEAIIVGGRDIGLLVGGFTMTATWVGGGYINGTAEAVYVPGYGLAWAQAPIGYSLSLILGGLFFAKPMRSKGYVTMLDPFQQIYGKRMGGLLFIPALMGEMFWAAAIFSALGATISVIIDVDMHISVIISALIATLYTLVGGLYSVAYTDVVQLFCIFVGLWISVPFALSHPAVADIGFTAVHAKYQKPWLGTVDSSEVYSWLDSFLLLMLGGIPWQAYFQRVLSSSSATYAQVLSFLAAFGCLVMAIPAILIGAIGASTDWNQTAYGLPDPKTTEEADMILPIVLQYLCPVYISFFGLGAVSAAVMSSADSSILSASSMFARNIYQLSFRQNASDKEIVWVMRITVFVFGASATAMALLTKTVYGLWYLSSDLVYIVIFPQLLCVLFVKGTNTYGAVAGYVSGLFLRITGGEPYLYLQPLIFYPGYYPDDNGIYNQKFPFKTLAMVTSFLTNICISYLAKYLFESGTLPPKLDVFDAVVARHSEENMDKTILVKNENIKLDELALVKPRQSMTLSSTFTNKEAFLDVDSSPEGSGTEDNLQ
# OX1R antag-2: blocks the human orexin 1 receptor; AID 485270; OX1R-expressing cells, FRET antagonist read-out; inhibition, % at 6.6 µM; actives 1.8% (n = 330,000); in the data active = inhibition mostly above about 38%, no sharp cut-off; inactive = mostly below about 40%;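 also: 0% = agonist challenge alone and 100% = reference antagonist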
# Active calls of the source: *; i = inactive; . = not tested or not shown.
SMILES | OX1R antag-1 | CHT PAM | OX1R antag-2
CCOc1ccccc1N1CCN(CC(=O)c2c(N)n(C)c(=O)n(C)c2=O)CC1 | -31 | i | 10
CCOC(=O)c1c(NC(=O)COC(=O)c2ccc(Cl)nc2)sc(C(=O)N(C)C)c1C | -37 | i | 22
CCCCOP(=O)(c1ccc(N(C)C)cc1)C(O)c1cccnc1 (centres undefined) | -3 | i | 8
Cc1ccc(S(=O)(=O)n2nc(C)c(S(=O)(=O)N3CCOCC3)c2C)cc1 | -16 | i | -4
Cc1cc(N2CCCC2)nc2ccccc12 | -7 | i | 7
COc1ccc(C2C(C#N)=C(N)Oc3n[nH]c(C)c32)cc1CSc1ccccn1 (centres undefined) | -29 | i | 10
Cc1ccc(S(=O)(=O)NCC2CCC(C(=O)NCCCN3CCOCC3)CC2)cc1 (centres undefined) | 1 | i | 8
COc1ccc2c(Cl)c(C(=O)NCc3ccco3)sc2c1 | -7 | i | 5
Cc1nn(-c2ccccc2)c(C)c1C(=O)OCC(=O)Nc1cccc(S(N)(=O)=O)c1 | -2 | . | 2
N#C/C(=C/c1cn(-c2ccccc2)nc1-c1cccc(OCc2ccc(F)cc2)c1)C(=O)NCCCn1ccnc1 | -15 | i | -2
O=C1N[C@H](Cc2ccccc2)COC(=O)[C@@H](Cc2ccc(F)cc2)C/C=C\C[C@H]1CC(=O)N(CCO)Cc1ccccc1 | -14 | . | 2
COc1ccc(C2=[N+]([O-])C(C)(C)C(c3ccccc3)=N2)cc1 | -10 | i | 29

# The list goes on, overlapping the part above by 5 compounds.
SMILES | OX1R antag-1 | CHT PAM | OX1R antag-2
COc1ccc2c(Cl)c(C(=O)NCc3ccco3)sc2c1 | -7 | i | 5
Cc1nn(-c2ccccc2)c(C)c1C(=O)OCC(=O)Nc1cccc(S(N)(=O)=O)c1 | -2 | . | 2
N#C/C(=C/c1cn(-c2ccccc2)nc1-c1cccc(OCc2ccc(F)cc2)c1)C(=O)NCCCn1ccnc1 | -15 | i | -2
O=C1N[C@H](Cc2ccccc2)COC(=O)[C@@H](Cc2ccc(F)cc2)C/C=C\C[C@H]1CC(=O)N(CCO)Cc1ccccc1 | -14 | . | 2
COc1ccc(C2=[N+]([O-])C(C)(C)C(c3ccccc3)=N2)cc1 | -10 | i | 29
Cc1cccc(N/C(N)=N/c2nc(C)cc(=O)[nH]2)c1 | 3 | i | 9
Cn1cc(Br)c(NC(=O)/C=C/C(=O)O)n1 | 1 | i | 2
COc1cc(OC)cc(C(=O)NNC(=O)c2cc(S(=O)(=O)N3CCOCC3)ccc2F)c1 | -2 | . | 5
CCN(CCn1cccn1)Cc1cn[nH]c1-c1ccc(-c2ccccc2)cc1 | -15 | i | 9
O=C(COC(=O)c1cc(S(=O)(=O)N2CCCCC2)ccc1N1CCOCC1)NCCc1ccc(F)cc1 | -37 | i | 22
O=C(NCc1ccco1)C(=S)N1CCCC1 | 1 | i | 11
CCOC(=O)c1ccc(NC(=S)N(CCCN2CCN(CC)CC2)Cc2ccco2)cc1 | -13 | i | 4
Cc1ccc(OCC(=O)Nc2ccc3c(c2)OCO3)c(C)c1 | -7 | i | 13
Cc1cc2[nH]c(=O)c(=O)[nH]c2cc1S(=O)(=O)Nc1cccc(Cl)c1C | -4 | i | 7
O=C(NC1CCCCCCC1)C1CCC(CNc2c(N3CCCC3)c(=O)c2=O)CC1 (centres undefined) | -12 | i | 8
Cc1ccc(CNC(=S)Nc2ccc(OC(F)F)cc2C)cc1 | -10 | i | 11
O=c1c2cn[nH]c2[nH]c(=S)n1-c1cccc(Cl)c1 | -3 | i | 3
Cc1cccc(NC(=O)c2ccc(Cl)c(S(=O)(=O)N3CCCC3)c2)n1 | -26 | i | 28
Cc1nnc(NC(=O)CCSc2ccccc2)s1 | 0 | i | 1
Cc1ccc(S(=O)(=O)NCC(c2cccnc2)N(C)C)cc1 (centres undefined) | -8 | i | -4
Cc1cc(=O)[nH]c(N/N=C/c2c(C)oc3ccccc23)n1 | -9 | i | 77*
COCCNC(=S)N1CCN(c2nc3ccccc3s2)CC1 | -14 | i | 30
CC(C)(C)n1nc2c(c1NC(=O)c1cc(Cl)ccc1[N+](=O)[O-])CS(=O)(=O)C2 | 4 | 7.2* | 25
O=C(NC1CCCCC1)c1cccc(OCc2ccccc2)c1 | -39 | i | 39
COc1ccc(-c2cc(C(F)(F)F)n3nc(C(=O)Nc4cc(C)on4)cc3n2)cc1OC | -27 | i | 3
CC(=O)Nc1ccc(OCC(O)CN2CCN(c3ccc(F)cc3)CC2)cc1 (centres undefined) | -18 | i | 4
O=C(Nc1nccs1)C(c1ccccc1)N1CCCC1 (centres undefined) | -8 | i | 21
CN(C(=O)c1ccncc1)c1nnc(-c2cccnc2)s1 | -15 | i | 13
Nc1nonc1-n1nnc(C(=O)O)c1-c1cccs1 | -20 | i | 11
CC(C)CCN(CCC(C)C)C/C(O)=C(\C#N)c1nc(-c2ccccc2)cs1 | -27 | i | 8
O=C(COC(=O)/C=C/c1cccc(C(F)(F)F)c1)NCc1ccc(F)cc1 | -7 | i | 8
COc1cc(CCC(=O)OCC(=O)Nc2ccc(F)c(F)c2)cc(OC)c1OC | -16 | i | 12
CC1CC(C)CN(C(=O)COC(=O)Cc2c[nH]c3ccccc23)C1 (centres undefined) | -16 | i | 1
Cc1ccn2cc(-c3ccc(Br)cc3)nc2c1 | -26 | i | 6
O=C(COC(=O)CNS(=O)(=O)c1ccccc1)NC12CC3CC(CC(C3)C1)C2 | -8 | i | 10
CCCNC(=O)C(Cc1cccc(OC)c1)NC(=O)c1ccc(C(C)(C)C)cc1 (centres undefined) | -39 | . | 2
Cc1nc2ccccn2c1P(=Nc1ccccc1)(N(C)C)N(C)C | -17 | i | 15
Cc1cc(O)c(C(=O)/C=C/c2c(F)c(F)c(F)c(F)c2F)c(=O)o1 | -15 | i | 11
Cc1cc(C)cc(OCC(=O)OCC(=O)c2ccc3c(c2)NC(=O)CO3)c1 | 7 | i | 24
COc1ccc(N(C(=O)CNC(=O)c2ccco2)C(C(=O)NC2CCCCC2)c2cccnc2)cc1 (centres undefined) | -3 | i | 15
COc1ccc(CN2C(=O)C(Cc3ccccc3)Nc3ncnc(N4CCOCC4)c32)cc1 (centres undefined) | -26 | i | 14

# Compounds shown so far that contain a CF3 group, in the order listed:
SMILES | OX1R antag-1 | CHT PAM | OX1R antag-2
COc1ccc(-c2cc(C(F)(F)F)n3nc(C(=O)Nc4cc(C)on4)cc3n2)cc1OC | -27 | i | 3
O=C(COC(=O)/C=C/c1cccc(C(F)(F)F)c1)NCc1ccc(F)cc1 | -7 | i | 8

# New compounds follow
SMILES | OX1R antag-1 | CHT PAM | OX1R antag-2
CCN(CC)C(=O)COc1ccc(Br)cc1Cl | -15 | i | 3
CC(=O)c1ccc(N=Nc2c(C)[nH][nH]c2=O)cc1 | -11 | i | 43
Cc1cc(NC(=O)c2cc(C)on2)no1 | -1 | i | 14
CCOc1cc(/C=C2\C(=N)N3N=C(N4CCCCC4)SC3=NC2=O)ccc1OC(=O)c1ccco1 | -11 | i | 4
CC[C@@]1(c2cccc(C)c2)C(=O)N(C(=O)OC)N1C(=O)OC | -19 | i | 13
COc1ccccc1CN1C[C@@H]2C[C@@H](c3ccc(Cl)cc3)N3CCC[C@@]23C1=O | -29 | i | 17
CC1=CC(C)(C)N(C(=O)CNC2CCCC2)c2cc(C)ccc21 | -29 | i | 22
O=C(O)c1ccc(CN(c2ccccn2)S(=O)(=O)c2ccccc2)cc1 | -8 | i | 4
O=C1Nc2ccc(F)cc2C12Nc1ccccc1-c1nnc(SCc3ccccc3F)nc1O2 (centres undefined) | -29 | i | 25
COC(=O)C1C(=O)CC(C)(O)C(C(=O)OC)C1c1ccc2c(c1)OCO2 (centres undefined) | -6 | i | 9
C=CCn1c(COc2cccc(C)c2)nnc1SCC(=O)c1c[nH]c2c(CC)cccc12 | -11 | i | -7
CCCNC(=O)CNC(=O)c1ccc(C#N)cc1 | -8 | . | 1

# OX1R antag-2, what is marked active above.
mol | OX1R antag-1 | OX1R antag-2
Cc1cc(=O)[nH]c(N/N=C/c2c(C)oc3ccccc23)n1 | -9 | 77*

# (continued)
SMILES | OX1R antag-1 | CHT PAM | OX1R antag-2
COc1ccc(CCNC(=O)c2cccn2C)cc1 | -7 | i | 4
Cc1cccc(/C(N)=N/OC(=O)c2ccc(F)cc2)c1 | -7 | i | 8
Cc1cc(C(F)(F)F)nc(SCC(=O)Nc2ccccc2)n1 | -16 | i | 14
CCCOc1ccc(C2c3c(oc4cc(C)c(C)cc4c3=O)C(=O)N2CCCN2CCOCC2)cc1 (centres undefined) | -28 | i | 16
Cc1ccnc(NCc2ccc(Br)cc2)c1 | -17 | i | -2
CCOC(=O)c1nn(-c2ccccc2)c2nc(-c3ccc(OC)cc3)c(C#N)c(=O)n12 | -4 | i | 9
O=C(CN1CCN(S(=O)(=O)c2cc(Cl)ccc2Cl)CC1)Nc1ccc2c(c1)OCCO2 | -31 | i | 16
CCOc1ccc(C(=O)Nc2cc(-c3nc4ccccc4[nH]3)ccc2C)cc1[N+](=O)[O-] | -33 | i | 30
Cc1nn(CC(C)C)c(Cl)c1C(=O)N(C)CC(=O)Nc1c(Cl)cccc1Cl | 4 | i | 14
COc1ccc(C(C(=O)NCC2CCCO2)N(C(=O)Cn2nnc3ccccc32)c2ccc(NC(C)=O)cc2)cc1 (centres undefined) | 2 | i | 3
NS(=O)(=O)c1ccc(CCNC(=O)CSc2nc3ccccc3c(=O)n2CCN2CCOCC2)cc1 | -16 | i | 6
COCCN(CC(=O)Nc1cccc(C)c1C)C(=O)C1(c2ccc(Cl)cc2)CCC1 | -15 | . | 5

# An excerpt from the list above:
SMILES | OX1R antag-1 | CHT PAM | OX1R antag-2
NS(=O)(=O)c1ccc(CCNC(=O)CSc2nc3ccccc3c(=O)n2CCN2CCOCC2)cc1 | -16 | i | 6
COCCN(CC(=O)Nc1cccc(C)c1C)C(=O)C1(c2ccc(Cl)cc2)CCC1 | -15 | . | 5

# Next section:
SMILES | OX1R antag-1 | CHT PAM | OX1R antag-2
CC(=O)NC(Cc1ccccc1F)C(=O)NC1CCN(c2ncccc2[N+](=O)[O-])CC1 (centres undefined) | -24 | i | 19
CC(C)C(=O)NC(=S)NCC(=O)c1ccccc1 | -5 | i | 15
COc1ccc(C(=O)C[N+]2(C)CCOCC2)cc1 | -6 | i | 3
CCC1CCc2sc(C(=O)NNC(=O)c3ccncc3)cc2C1 (centres undefined) | -32 | i | 8
CC(C)(C)n1nc2c(c1NC(=O)COc1ccccc1F)CS(=O)(=O)C2 | -15 | i | 4
Cc1ccc(N2C(N)=C(C#N)C(c3cccnc3)C3=C2CCCC3=O)cc1 (centres undefined) | -16 | i | 41
O=C1NCN(CCO)CN1 | -7 | i | -1
CCc1cc(-c2[nH]ncc2-c2nc3ccccc3n2C)c(O)cc1O | -14 | i | -1
Cc1cc(C)nc(NCC(O)CNc2ccccc2Cl)n1 (centres undefined) | -6 | i | 16
CCCSc1ccc([C@@H]2[C@H]3C(=O)N(CC)C(=O)[C@H]3[C@]3(C(=O)OC)CCCCN23)cc1OC | -9 | i | 33
Cc1ccc(NCc2ccccc2F)cc1 | -20 | i | 15
COCc1nnc(NS(=O)(=O)c2ccc(Br)cc2)s1 | -6 | i | 23
FC(F)(F)c1cc(Oc2ccccc2Cl)nc(-c2ccccn2)n1 | -21 | i | 1
COc1ccc(C)c2sc(N(CCN(C)C)C(=O)/C=C/c3cccs3)nc12 | -7 | i | 8
CSc1ccc(S(=O)(=O)NCc2ccccc2)cc1 | -15 | i | 25
OC(COc1ccc(F)cc1Cl)CN1CCC(Cc2ccccc2)CC1 (centres undefined) | -4 | i | 0
CCC(CO)Nc1ccc(-c2n[nH]c(=O)c3ccccc23)cc1[N+](=O)[O-] (centres undefined) | -29 | i | 23
CC1COc2ccccc2N1S(=O)(=O)c1cc(Cl)ccc1Cl (centres undefined) | -29 | i | 6
CCCn1c(O)c(CN2CCCCC2)c(C)c(C#N)c1=O | -28 | i | 17
CCn1cc(S(=O)(=O)CC(=O)Nc2cc(C)ccc2C)c2ccccc21 | -17 | i | 10
Cc1onc(-c2ccccc2)c1C(=O)N1CCCN(C(=O)c2c(-c3ccccc3)noc2C)CC1 | -18 | i | 6
O=C(Oc1ccccc1F)C1CCN(C(=O)c2ccc(F)cc2)CC1 | -23 | i | 18
Nc1nc(N2CCN(C(c3ccccc3)c3ccccc3)CC2)n[nH]1 | -7 | i | 12
CCCCc1c(O)n2c(nc3ccccc32)[nH]c1=O | 0 | i | 16
O=C(N/N=C\c1ccc2c(c1)OCO2)c1cncc(Br)c1 | -9 | i | 14
Cc1ccc(C(=O)Nc2nc(-c3cccnc3)cs2)o1 | -12 | i | 16
COc1ccc(-n2c(SCC(=O)Nc3ccc(NC(C)=O)cc3)nc3c([nH]c4ccccc43)c2=O)cc1OC | -17 | i | 21
O=C(Nc1ccc(Cn2cccn2)cc1)c1ccc(COc2cccc(Br)c2)cc1 | 12 | i | 43
CNc1nc(Nc2ccccc2)nc(OCC(F)(F)F)n1 | -11 | i | 9
O=C(COc1ccc(F)cc1)Nc1nc(-c2ccccn2)cs1 | -12 | i | 21
CSc1nnc(C2CCN(CC(=O)Nc3ccccc3N3CCOCC3)CC2)n1C | -7 | i | 10
COc1ccc(S(=O)(=O)NCC(=O)N(CC(=O)NCc2ccco2)Cc2ccc(F)cc2)cc1 | -20 | i | 10
CCOC(=O)CCc1nc2ccccc2[nH]c1=O | -8 | i | -3
CCN(CC(=O)Nc1ccc(Cl)c(C(F)(F)F)c1)CC(=O)NC1CCS(=O)(=O)C1 (centres undefined) | -11 | i | 0
CN(CC1CCCO1)S(=O)(=O)c1ccc(C(=O)Nc2nc3cc4c(cc3s2)OCO4)cc1 (centres undefined) | -11 | i | 11

# High-throughput results deposited in PubChem BioAssay by several laboratories.

# Not a hit list. About 2.5% of those tested had a hit in this group.
